PGE2 EP2 inh – EP2 receptor (human) inhibition; P43116; C6 glioma cells expressing human EP2, cAMP TR-FRET; cells stimulated with saturating PGE2; inhibition, % at 25 µM; actives 0.52% (n = 260,000); AID 1422;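 active = percent inhibition above 40 after rounding to a whole number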;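 note: rat C6 glioma host cells with rolipram phosphodiesterase inhibitor present; the protocol text gives 20 µM as final concentration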
Target sequence (P43116 whole entry, looked up): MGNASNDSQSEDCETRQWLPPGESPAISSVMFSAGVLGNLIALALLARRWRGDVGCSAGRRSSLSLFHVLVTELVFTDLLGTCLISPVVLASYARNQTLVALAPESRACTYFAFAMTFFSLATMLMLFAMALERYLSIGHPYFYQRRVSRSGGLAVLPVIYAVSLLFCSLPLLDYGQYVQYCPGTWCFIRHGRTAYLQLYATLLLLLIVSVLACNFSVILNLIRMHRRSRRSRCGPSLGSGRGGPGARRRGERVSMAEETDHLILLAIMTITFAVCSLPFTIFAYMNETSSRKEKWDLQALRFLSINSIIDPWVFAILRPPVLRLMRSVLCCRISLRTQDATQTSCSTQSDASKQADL
RBBP9 inhibitor – inhibitors of human serine hydrolase RBBP9; actives 0.2% (n = 220,000); inhibition, % at 7.94 µM; recombinant RBBP9, FP-Rh probe fluorescence polarization; O75884;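 active = inhibition above the campaign mean of all tested compounds plus 3 SD, cut at about 14% in these data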;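 note: plate controls were DMSO wells with RBBP9 for no effect and wells lacking RBBP9 protein for full effect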
Target sequence (O75884 whole entry, looked up): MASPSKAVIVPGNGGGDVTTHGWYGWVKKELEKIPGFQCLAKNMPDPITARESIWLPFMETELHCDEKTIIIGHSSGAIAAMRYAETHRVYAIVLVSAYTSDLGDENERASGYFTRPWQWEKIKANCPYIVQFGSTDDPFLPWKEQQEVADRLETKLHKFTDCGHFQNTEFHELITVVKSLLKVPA
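Test system: recombinant human RBBP9. Quantity: 2.5 µM RBBP9 dispensing solution, before mixing. Detection: FP readout at 525/598 nm. Reagent: Serine-hydrolase probe FP-Rh, 375 nM pre-mixing. Measure: % inhibition. Control set: DMSO-treated enzyme wells and wells lacking RBBP9. Buffer or medium: Tris-NaCl-Pluronic buffer, pH 8.0. Times: preincubation 30 min plus labeling 45 min at 25 °C.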
Hck-Nef inh – human Hck-Nef kinase inhibition | P08631 | Recombinant Hck-YEEI plus Nef, Z-Lyte FRET kinase assay | inhibition, % at 20 µM | actives 0.68% (n = 220,000) | AID 463187;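 active = Hck-Nef kinase inhibition above about 50%, limit read from the data; inactive = inhibition below that limit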;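 note: 0% = DMSO with Hck plus Nef and 100% = Hck alone without Nef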
Target sequence (P08631 whole entry, looked up): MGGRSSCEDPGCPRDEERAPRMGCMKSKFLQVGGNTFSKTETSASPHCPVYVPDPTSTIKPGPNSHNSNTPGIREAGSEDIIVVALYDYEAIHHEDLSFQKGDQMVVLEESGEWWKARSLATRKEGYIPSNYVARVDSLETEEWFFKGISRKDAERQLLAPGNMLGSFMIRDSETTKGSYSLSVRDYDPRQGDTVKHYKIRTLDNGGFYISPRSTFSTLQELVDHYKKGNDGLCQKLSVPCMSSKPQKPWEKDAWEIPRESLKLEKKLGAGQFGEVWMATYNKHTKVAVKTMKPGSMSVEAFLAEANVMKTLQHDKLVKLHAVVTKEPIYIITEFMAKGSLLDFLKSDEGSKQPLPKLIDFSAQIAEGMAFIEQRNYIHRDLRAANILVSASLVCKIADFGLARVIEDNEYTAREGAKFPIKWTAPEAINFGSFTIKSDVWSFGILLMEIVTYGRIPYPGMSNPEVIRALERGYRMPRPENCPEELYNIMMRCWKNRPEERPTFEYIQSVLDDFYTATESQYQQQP
TNF death inh – TNF-alpha cell death inhibition in Jurkat FADD-/- cells. Jurkat FADD-/- TNF necroptosis rescue, ATP luminescence, 24 h; 0 = TNF only, 100 = no-TNF cells. activation (protection from cell death), % at 10 µM. actives 0.068% (n = 220,000). AID 463075;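 active = activation, meaning protection from cell death, of at least 50% relative to plate controls; inactive = activation below 50%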;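 note: necroptosis triggered by 40 ng/mL TNF-alpha added together with compound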
Runt-SMMHC FRET – Runt domain-CBFb-SMMHC interaction inhibition | Cerulean-Runt/Venus-CBFb-SMMHC FRET ratio 530/480, 1 h | inhibition, % at 20 µM | actives 0.74% (n = 220,000) | AID 1434;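 active = mean inhibition across duplicate retests at 20 µM reaching about 50%, limit read from the data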;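 note: 0% = DMSO wells and 100% = wells with excess untagged CBFb-SMMHC; inhibitors lower the FRET ratio by blocking Runt binding to CBFb-SMMHC; some results filed as inactive read as strong as hits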
EP2 mod – EP2 receptor (human) modulation | P43116 | EP2-expressing cells, cAMP HTRF FRET, PGE2 co-stimulation | induction, % at 25 µM | actives 0.83% (n = 260,000);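 active = compounds whose cAMP rise, as percent of the full-agonist control response, exceeds 60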;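 note: rat C6 glioma line stably carrying human EP2 under a CMV promoter; the protocol text gives 20 µM as final concentration; 100% = response of wells given 1 µM PGE2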
Runt-CBFb FRET – inhibitors of human RUNX1 Runt domain binding to CBFb; Q01196+Q13951; Cerulean-Runt/Venus-CBFb FRET ratio 530/480, 1 h; inhibition, % at 20 µM; actives 0.46% (n = 220,000); AID 1496;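 active = inhibition over about 50% at 20 µM in the single-dose screen, limit read from the data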;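 note: 0% = DMSO wells and 100% = excess unlabeled CBFb competitor control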
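Schedule: protein complex preformed 1 h, compound exposure 1 h, room temperature, dark; test system: Cerulean-labeled Runt domain protein; amount: 100 nM per protein; buffer or medium: Tris 50 mM pH 7.5, KCl, K2SO4, 0.01% BSA; read-out: loss of energy transfer signal; detection: FRET fluorescence; controls: 5 µM unlabeled CBFb as full-inhibition high control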
PERK inh – inhibitors of human PERK kinase; Q9NZJ5; CHO PERK-DD fusion, SEAP luminescence translation reporter; inhibition, % at 5.6 µM; actives 0.17% (n = 220,000); AID 1416;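 active = inhibition above the mean inhibition of all tested compounds plus 3 SD, set separately per screening campaign, cut at about 2.9% in these data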;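 note: PERK kinase domain activated by AP20187 dimerizer at 100 nM; 0% = DMSO with dimerizer and 100% = rapamycin at 8.4 µM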
zVAD death inh – blocks zVAD induced death of L929 cells | L929 zVAD necroptosis rescue, ATP luminescence, 24 h; with zVAD 60 µM | viability rescue, % at 10 µM | actives 0.38% (n = 220,000);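 active = activation, scaled between plate controls, above about 75%, limit read from the data; inactive = activation under that limit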;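 note: 0% = zVAD with DMSO and 100% = DMSO alone without zVAD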
* = called active by the depositor; x = no result given; & = joins results of further samples. The list is partial. The share of hits here may be higher or lower than overall.

structure	PGE2 EP2 inh	RBBP9 inhibitor	Hck-Nef inh	TNF death inh	Runt-SMMHC FRET	EP2 mod	Runt-CBFb FRET	PERK inh	zVAD death inh
O=C(NC1CCCC1)c1nc2c(nnn2Cc2cccc(Cl)c2)c(=O)[nH]1	10	-8	-7	1.0	-3	18	-1	0.4	2.4
CC(/C=C/c1ccc2c(c1)OCO2)=N/NC(=O)c1ccncc1	3	-1	16	4.7	-4	-19	-2	1.5	-0.8
C/C(=N\NS(=O)(=O)c1ccc(C)c([N+](=O)[O-])c1)c1ccc2c(c1)OCO2	4	-8	21	0.8	-3	34	-3	0.6	1.9
Cc1ccc(S(=O)(=O)Cn2nnnc2C(C(C)C)N2CCN(C(=O)c3ccco3)CC2)cc1 (stereo unspecified)	4	-5	1	0.5	x	x	x	-1.5	-0.6
C=CCn1c(SCC(=O)NCC(=O)OCC)nnc1-c1ccccn1	5	-3	9	-0.4	-1	-4	0	0.8	-0.4
O=C(CSc1nc(-c2ccco2)cc(C(F)(F)F)n1)N1CCN(Cc2ccccc2)CC1	13&3	-10	1	-0.6	-6	-14&-11	-8	-0.3	0.0
O=c1c2ccccc2nnn1COc1cccc2ccccc12	5	1	5	-0.9	-2	17	2	-0.4	1.1
CC(NC(=O)c1ccc(F)cc1)c1ccccc1 (stereo unspecified)	7	1	0	8.4	-3	13	0	0.9	0.1
CCC1(COC(NC(=O)c2cccnc2)(C(F)(F)F)C(F)(F)F)COC1	7	1	2	-2.2	0	-9	-1	1.1	0.3
O=C(CSc1ncn[nH]1)NCCC(c1ccccc1)c1ccccc1	24	-9	0	0.2	2	30	-3	0.7	0.0
COc1ccccc1NC(=O)c1cccc(S(=O)(=O)N2CCOCC2)c1	12	5	2	-0.1	-1	-3	0	1.0	-0.1
Cc1ccc(C(=O)COC(=O)CCCC(=O)NC2CCCCC2)cc1[N+](=O)[O-]	5	-10	0	0.8	0	-1	-3	-0.5	0.5
N#CC1(C#N)C(c2ccccc2)OC23CCCCC2C1(C#N)C(=N)O3 (stereo unspecified)	2	8	6	-1.8	61	-7	33	0.6	-0.1
O=c1c(-c2ccccc2)nc(-c2ccccc2)cn1O	12	-5	0	-2.2	-4	-40	0	0.8	0.7
O=C(NN=C1CCC(=NNC(=O)c2ccccn2)CC1)c1ccccn1	8	5	21	0.5	1	5	0	1.0	-0.2
COc1ccccc1OCCCC(=O)Nc1ccc(N2CCOCC2)cc1	11	0	10	0.8	-4	-15	2	-0.2	-0.8
CC1(C)Cc2c(sc(/N=C/N3CCCCCC3)c2C#N)C(C)(C)N1	5	-14	14	4.0	-7	-35	-1	-0.2	4.1
CCOC(=O)/C(C(N)=NC(C)C)=C(\O)c1ccccc1	4	-6	0	0.4	3	5	-3	-0.4	1.1
Cc1ccc(SCC(=O)NCC(C)C)cc1	2	-7	-5	3.7	-3	21	0	1.2	1.6
O=C(CSc1nc2ccccc2[nH]1)Nc1ccc2c(c1)OCCO2	13	2	0	-0.1	4	-16	-3	-0.1	4.1

(further entries)
structure	PGE2 EP2 inh	RBBP9 inhibitor	Hck-Nef inh	TNF death inh	Runt-SMMHC FRET	EP2 mod	Runt-CBFb FRET	PERK inh	zVAD death inh
Clc1ccccc1-c1nnc2sc(C3COc4ccccc4O3)nn12 (stereo unspecified)	11	-9	5	-2.7	7	-4	9	-0.1	0.6
CC(C)(C)Cc1nnc(NC(=O)Cc2ccc([N+](=O)[O-])cc2)s1	3	-6	12	2.0	-9	-15	-4	-0.2	2.5
O=C(O)CCn1[nH]c(=O)c2ccccc2c1=O	29	-4	1	0.7	0	6	-1	1.1	0.0
CN(CCO)C(=O)c1ccc(-c2nn(C)c(=O)c3ccccc23)cc1	25	0	17	0.0	-1	-5	3	-0.1	32
NC(=S)n1[nH]c(-c2ccc([N+](=O)[O-])cc2)c(N=Nc2cccc(Cl)c2)c1=O	13	-2	x	-1.0	-8	-35	-9	2.4	2.1
CC(Oc1ccc(Cl)cc1)c1ccnn1S(=O)(=O)c1ccc(Cl)cc1 (stereo unspecified)	11	-6	0	-2.0	-6	14	-1	-1.2	-0.2
COc1nc(NCC(C)C)nc(Oc2ccc(=O)n(-c3ccccc3)n2)n1	7	-8	0	0.9	-2	-4	0	-0.7	0.2
O=C(CCCOc1ccc(Cl)cc1)N1CCCCC1	8	2	1	0.7	2	-17	1	-1.1	-0.5
COc1cccc(-n2c(CN3CCN(c4ccccc4)CC3)nc3ccc([N+](=O)[O-])cc3c2=O)c1	3	0	1	0.8	-6	14	10	0.3	-0.2
Cc1cc(F)ccc1S(=O)(=O)N(C(=O)c1ccncc1)c1ccc(OC(=O)c2ccncc2)cc1	3	-4	19	-3.7	-4	13	-5	0.2	1.5
COc1ccc(C2CC(c3ccccc3)=NN2C(=O)COC(=O)c2cccnc2)cc1 (stereo unspecified)	10	-6	13	3.3	-3	9	-4	-0.5	-1.1
O=C(NCCCN1CCN(Cc2ccccc2Cl)CC1)Nc1ccccc1	12	-7	0	1.7	-13	-38	0	-0.8	0.7
Cc1cc(C)c2nc(C)cc(Nc3ccc(C(=O)NCCO)cc3)c2c1	5	-1	12	1.6	0	-26	-1	1.1	0.1
c1ccc(-c2nccc(-c3ccc(-n4cnc5ccccc54)cc3)n2)cc1	x	-12	102*	1.2	-4	48	-3	0.0	-0.5
Nn1cnnc1N/N=C\c1ccc(-c2ccccc2[N+](=O)[O-])o1	6	-1	3	-1.5	55	-42	38	0.2	2.5
COCCN(CC(=O)NC1CCCCC1)C(=O)/C=C/C(=O)c1ccc(OC)cc1O	12	-7	6	-14	x	-82	x	0.0	0.8
Cc1ccc(C2CCN(C(=O)Nc3ccc(F)cc3)C2)cc1 (stereo unspecified)	3	8	8	1.2	0	-48	0	1.9	2.7
Cc1ccnc(NS(=O)(=O)c2ccc(NC(=O)Cc3ccccc3)cc2)n1	4	2	4	0.4	-1	17	-1	1.0	0.6
Cc1cccc(OC(=O)c2cn(C)nc2C(F)(F)F)c1C	14	-5	1	-1.1	-7	40	1	0.9	1.2
C1CC1Cc1noc(CN2CCN(C3C4CC5CC(C4)CC3C5)CC2)n1 (stereo unspecified)	3	4	28	1.3	2	-35	-2	0.9	-0.8

(cont.)
structure	PGE2 EP2 inh	RBBP9 inhibitor	Hck-Nef inh	TNF death inh	Runt-SMMHC FRET	EP2 mod	Runt-CBFb FRET	PERK inh	zVAD death inh
Oc1ccc2cc(Br)ccc2c1CN1CCCC1	5	0	21	1.4	6	-34	1	-0.1	0.3
Cn1ccnc1Sc1nnnn1-c1ccccc1	5	-7	-12	1.1	4	-5	1	0.5	0.7
COC(=O)C(C)Sc1nc(-c2ccc(OC)cc2)nc2c1c(=O)n(C)c(=O)n2C (stereo unspecified)	x	-3	44	-1.4	x	x	x	0.3	-0.4
COc1ccc(OC)c(CCNC(=O)CSc2ccsc2[N+](=O)[O-])c1	-1	-4	22	0.8	-2	-13	0	0.8	2.1
C/C(=N\OCC(=O)Nc1nc2ccccc2s1)c1ccccc1	4	-10	2	2.5	1	-77	-1	1.2	1.2
CC(C)(C)c1cc(Cl)c(O)c(NC(=S)NC(=O)c2cccnc2)c1	4	-1	30	-4.1	4	0	11	-0.5	1.2
CC(=O)c1cnc2cc(-c3ccc(Cl)cc3)nn2c1C	12	-2	0	-1.6	-2	-17	0	-0.5	6.6
O=C(N/N=C/c1cn(-c2cccs2)nc1-c1ccccc1)c1ccccc1O	31	-10	-3	-2.2	2	-61	-3	-0.7	0.7
COCCNC(=O)C(c1ccc(Cl)cc1)N(C(=O)Cn1nnc2ccccc21)c1cccnc1 (stereo unspecified)	7	-10	20	-0.7	0	-4	1	0.2	0.8
O=[N+]([O-])c1ccccc1OCC(O)CNC1CCCC1 (stereo unspecified)	4	2	30	2.2	1	-9	2	1.4	-0.6
COc1ccc(CNCC(O)COc2ccc(C)cc2[N+](=O)[O-])cc1 (stereo unspecified)	3	-3	8	2.7	-1	-13	1	-2.2	0.0
Cc1ccc(S(=O)(=O)N(C(=O)c2ccncc2)c2ccc(OC(=O)c3ccncc3)c3ccccc23)cc1	17	11	2	-12	32	20	37	0.7	15
NS(=O)(=O)c1ccc(Nc2ccc3nonc3c2[N+](=O)[O-])cc1	2	-13	14	0.8	-3	14	-1	0.3	-0.2
CN(C)CCN(Cc1ccccc1)c1nccc(N(C)C)c1C#N	32	-5	-2	2.6	-6	2	0	-0.9	-0.9
O=C(/C=C/c1ccccc1)N1CCC(c2ccccc2)C1 (stereo unspecified)	7	-8	-1	1.6	7	-42	-1	0.2	-0.1
CC(C)c1ccc(C(=O)NC(=S)Nc2ccc3[nH]c(=O)[nH]c3c2)cc1	3	-1	21	-6.3	2	-37	6	1.0	81*
O=C(Cn1c(-c2ccccc2)noc1=O)NCc1ccccc1	5	-1	0	-1.3	-2	-25	2	0.9	-0.3
CCCCC[n+]1ccn(-c2nc3ccccc3nc2[N-]S(=O)(=O)c2ccccc2)c1	7	6	24	0.6	27	-27	20	1.0	-0.1
CC(C)(C)NC(=O)COC(=O)c1ccccc1NC(=O)c1ccco1	10	-5	-20	0.8	2	-8	0	-0.1	0.4
CC1CCCCC1NC(=O)CSc1nncn1N (stereo unspecified)	6	-6	29	0.3	-4	-7	3	0.4	4.4

More structures follow:
structure	PGE2 EP2 inh	RBBP9 inhibitor	Hck-Nef inh	TNF death inh	Runt-SMMHC FRET	EP2 mod	Runt-CBFb FRET	PERK inh	zVAD death inh
COc1cccc(-c2cc(C(F)(F)F)nc(N3CCN(c4ccccc4)CC3)n2)c1	6	-4	1	0.5	3	35	1	0.0	0.9
Cc1ccc(C)c(C(=O)CC2(O)C(=O)Nc3ccccc32)c1 (stereo unspecified)	17	-2	0	-0.8	-2	24	2	0.6	0.3
CCS(=O)(=O)N1Cc2ccccc2CC1C(=O)N1CCN(c2ccccc2)CC1 (stereo unspecified)	2	0	1	-5.2	-8	-34	-4	-0.2	0.7
CN(C)c1ccc(C(=O)OCC(=O)c2cccs2)cc1	4&6	-12	-9	0.5	0	22&-20	-4	-1.2	x
CC1C(=O)CCC1(C(=O)O)c1ccccc1 (stereo unspecified)	9	-8	-1	-2.0	-3	15	-2	-1.2	0.3
C=CCn1c(SCc2nc3cc(C(F)(F)F)ccc3c(=O)[nH]2)nc2sc(CC)cc2c1=O	11	8	5	5.9	-2	-2	-4	0.0	2.2
O=C(CNS(=O)(=O)c1ccc(Cl)cc1)N/N=C/c1ccco1	6	3	20	1.2	-2	-12	1	1.1	1.9

Assay outcomes (PubChem BioAssay)
